Assay outcomes: PubChem, several laboratories
HSF1 inhib: HSF1 inhibition. NIH3T3-HGL HSE-luciferase, MG132-induced, luminescence 8 h; hits give low values. 0.77% of 300,000 active. activity change, negative = inhibition, % at 7.5 µM (by protocol);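 active means more than half of replicate wells show activity change below -50%, luminescence cut by over half; inconclusive means some wells, but at most half, below -50%; inactive means no replicate well below -50%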;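 further: luciferase reports HSF-1 transcriptional activity via heat shock element; 0% = median of DMSO wells and -100% = zero luminescence signal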
Platelet DG rel: modulates dense granule release in human platelets; human platelet-rich plasma, SFLLRN dense granule ATP release, luminescence; inhibition, %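 (compounds screened at 7.5 µM in platelet-rich plasma)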; 0.22% of 300,000 active; AID 1663;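 active means mean replicate score, as percent of positive control, at or above 50; inconclusive means mean below 50 but at least one replicate at or above 50; inactive means mean and every replicate below 50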
HSF-1 act: increases HSF-1 driven luciferase reporter signal; NIH3T3-HGL HSF-1 luciferase reporter, MG132, 8 h; 100% = twice DMSO control signal; activation, % at 9 µM; 1.7% of 300,000 active;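 active means mean replicate activation of at least 50% with a set share of replicates each reaching 50%; inconclusive means only one of those two conditions met; inactive means mean below 50% and too few replicates reaching it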;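 further: 0% = median of the neutral control wells and 100% = twice that signal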
aSyn 5UTR inh: MLPCN primary screen, SNCA 5' untranslated region. alpha-synuclein 5'UTR reporter, inhibitor activity. 0.82% of 300,000 active. inhibition, % (tested at 7.5 µM); in the data active means inhibition above about 60%; inconclusive means no clear call, values can overlap the other calls;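 further: H4 neuroglioblastoma cells stably carrying SNCA 5'UTR luciferase fusion; 0% = DMSO wells and 100% = positive control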
IEC-6 cytotox: IEC-6 cytotoxicity, counter-screen for KLF5 inhibitors. luminescence viability. inhibition, % at 5 µM. 0.78% of 290,000 active; in the data active means inhibition above about 22%;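 further: 0% = plate median of test compound wells and 100% = cytotoxic reference compound wells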
HSP90 refold inh: blocks HSP90-mediated luciferase refolding in reticulocyte lysate | inhibition, % at 5.6 µM | AID 1789 | Rabbit reticulocyte lysate, luciferase refolding luminescence, 3 h | 0.91% of 290,000 active;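 active means inhibition above the screen-wide mean plus 3 SD, computed separately per campaign, cut at about 16% in these data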;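 further: 0% = DMSO wells and 100% = 60 µM geldanamycin wells; inhibitors lower the luminescence because luciferase stays unfolded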
AI-2 QS mod: modulators of Vibrio harveyi AI-2 quorum sensing system; Vibrio harveyi JMH597 AI-2 luminescence/OD600 ratio, 9 h; hits give low values; strain lacks LuxN and CqsS sensors; 0 = neutral-control median; activity change, % at 7.5 µM; 0.4% of 300,000 active; in the data active means activity change below about -75%, passing the limit was not always enough; inconclusive means no clear call, values can overlap the other calls;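 further: luminescence divided by OD600 gain over 9 h not by final OD600 alone; inactives centre near 13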
HIF activator: HIF pathway transcriptional activation; activation, % at 7.5 µM (by protocol); U2OS HRE-luciferase reporter, luminescence; normalized: DMSO 0%, desferrioxamine 100%; AID 1910; 0.32% of 300,000 active;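 active means mean activation of at least 10% of the iron chelator positive control signal, with at least half of replicates also reaching 10%; inconclusive means mean and replicate majority disagree about reaching 10%; inactive means mean and most replicates under 10%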
SKKanGAS inh: blocks kanamycin growth of S. pyogenes SKKanGAS strain. BacTiter-Glo, 6 h. inhibition, % at 7.5 µM. 1.3% of 300,000 active;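 active means mean replicate score, as percent of positive control median, at least 50; inconclusive means mean below 50 but one replicate at or above 50; inactive means mean and every replicate below 50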;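 further: strain carries kanamycin resistance gene driven by streptokinase promoter and grows in 40 µg/ml kanamycin; loss of luminescence reflects streptokinase promoter inhibition or plain growth inhibition; 0% = median of DMSO wells and 100% = positive control at its reference dose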
KLF5 inhibitor: kruppel-like factor 5 inhibition | inhibition, % at 5 µM | 0.23% of 290,000 active | DLD-1 KLF5 promoter-luciferase reporter, luminescence;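 active means inhibition above a per-plate limit of that plate's mean compound inhibition plus 3 SD, cut at about 60% in these data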;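 further: 0% = DMSO wells and 100% = LY294002 at 200 µM; higher means less KLF5 promoter-driven luciferase light; inactives centre near -14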
Numbers without * were called inactive; ? = inconclusive; nt = no result given. Not a hit list, and some 6% of all compounds hit somewhere here.

SMILES,HSF1 inhib,Platelet DG rel,HSF-1 act,aSyn 5UTR inh,IEC-6 cytotox,HSP90 refold inh,AI-2 QS mod,HIF activator,SKKanGAS inh,KLF5 inhibitor
CCOC(=O)N1CCN(Cc2oc(CO)cc(=O)c2O)CC1,-4,-1,-8,-20,0,0,20,0.1,-4,-37
COC(=O)C1CCN(C(=O)COC(=O)COc2ccc(C#N)cc2)CC1,-3,-2,-9,1,-4,-4,4,1.6,5,-5
CCOC(=O)c1c(C)n(CCNC(C)=O)c2ccc(OC)cc12,0,4,-14,14,0,0,9,-0.1,1,-25
CCCS(=O)(=O)N1CCN(C(=O)CCC2CCCC2)CC1,-2,0,11,-1,3,5,39,-21,-3,2
O=C1CC(NS(=O)(=O)c2cccnc2)CN1c1ccc(Cl)cc1 (stereo unspecified),2,3,-1,8,nt,nt,12,0.2,49,nt
Cc1[nH]n2c(=O)cc(C(C)(C)C)nc2c1-c1ccccc1,-42,-4,-52,49,34*,1,34,0.1,89*,23
O=C(NCCc1ccc(Cl)cc1)C1CCCN1C(=O)NCc1ccccc1 (stereo unspecified),-3,-8,-4,0,-2,4,21,-27,-11,-14
Cc1cc2oc(=O)cc(CN3CCN(S(=O)(=O)c4ccc5c(c4)OCCO5)CC3)c2cc1C,-6,-3,3,34,-1,-4,10,-1.0,4,-1
CSc1ccc(C(c2c(C(=O)O)[nH]c3ccccc23)c2c(C(=O)O)[nH]c3ccccc23)cc1,0,-4,-13,8,-2,4,2,0.7,4,-27
CC(=O)NC(=O)NC1OC(=O)C(Cl)=C1Cl (stereo unspecified),3,8,?,-13,0,-1,20,-0.2,5,-9
COc1ccccc1NC(=O)c1ccc(NS(=O)(=O)c2ccc(F)c(F)c2F)cc1,-3,17,-12,21,4,-2,18,-0.3,14,-22
COC(=O)c1cccc(-c2ccc(C(c3c(C)[nH][nH]c3=O)c3c(C)[nH][nH]c3=O)o2)c1,13,-6,28,-47,-9,9,25,0.0,-2,-10
CCn1c2ccccc2c2cc(/C=N/n3c(C)nnc3C)ccc21,-6,11,-7,7,2,4,26,0.0,-17,-40
COc1ccc(CCNC(=O)CC(Cc2ccc(C)cc2)C(=O)O)cc1OC (stereo unspecified),6,0,27,3,1,0,-14,-0.2,-5,-19
CCn1c(O)c(N=NC(=O)CNC(=O)/C=C/c2ccccc2)c2ccccc21,-5,-3,5,-21,1,-2,4,0.0,-7,-13
COc1ccc(NC(=O)C(=O)NCC2CCCN2S(=O)(=O)c2cccs2)cc1 (stereo unspecified),-12,-32,-16,38,nt,nt,15,0.7,-3,nt
CCOC(=O)c1c(NC(=O)COC(=O)Cn2cnc3c2c(=O)n(C)c(=O)n3C)sc(C)c1CC,-2,-10,3,-14,nt,nt,-1,0.3,-8,nt
Cc1ccc(C(=O)N/C(=C\c2ccco2)C(=O)NCCCn2ccnc2)cc1C,-1,-1,-3,4,4,0,4,-0.1,4,-8
C/C(=N\NC(=O)c1cccc([N+](=O)[O-])c1)c1cccs1,-3,-1,9,-81,5,2,-4,0.8,-2,-36
Cc1cc(C(F)(F)F)c(C#N)c(SCC(=O)Nc2nc3ccccc3s2)n1,-73*,6,-77,-34,5,30*,10,0.1,30,-36
CCOC(=O)C1=C(O)CSC1=Nc1ccccc1,-6,0,0,15,3,0,-9,0.1,1,-40
O=C(Cn1nc([N+](=O)[O-])nc1Br)NC(c1ccccc1)c1ccccc1,-7,8,1,-32,-2,1,13,-0.5,-3,8
Cc1sc2nc(Cc3ccccc3)[nH]c(=O)c2c1-c1ccccc1,-5,8,-8,-7,-6,5,17,0.2,-1,8
COc1ccc(-c2nc(-c3ccccc3OC)no2)cc1OC,nt,-7,nt,-231,1,-1,34,3.0,nt,-124
COC(C[C@H](O)CC(=O)[C@@H](C)OCc1ccccc1)OC,-7,1,-6,20,nt,nt,6,2.2,-6,nt
Cc1cccc(NC(=O)[C@H](NC(=O)[C@@H]2Cc3ccccc3CN2)c2ccccc2)c1,3,2,-6,-38,2,0,18,2.4,-4,-40
COc1ccc(-c2noc(C3CCCN(C(=O)c4cccc(F)c4)C3)n2)cc1 (stereo unspecified),7,7,11,-36,-3,-3,20,-1.7,-5,-33
O=C(CN1CCN(c2ncccn2)CC1)Nc1ccccc1C(F)(F)F,-1,6,8,-7,-1,1,30,0.1,1,-9
O=S1(=O)N=C2CCCCCN2C(c2ccncc2)N1 (stereo unspecified),1,-10,8,-3,-2,2,8,0.1,-2,-23
Cc1cccc(NC(=S)Nc2ccccn2)c1C,16,-1,38,-61,7,-3,15,1.8,-7,-37
Cc1ccc(-n2c(C)nnc2SCC(=O)Nc2ccccc2)cc1,-3,-3,1,22,-6,-2,15,-0.2,0,-15
O=c1[nH]ccc2c([N+](=O)[O-])cccc12,-9,-5,0,-5,-1,2,-1,-0.1,-12,-5
Cc1c(C(=O)N2CCCC2)sc(NC(=O)c2ccco2)c1C#N,4,-1,-7,1,0,0,13,0.4,9,-14
O=c1[nH]c2ccc(Cl)cc2c(-c2ccccc2)c1N1CCN(c2ccccn2)CC1,4,-12,23,-22,1,-3,-8,-0.3,84*,-36
Cc1cc(C)n(-c2ccc(Cl)c(C(=O)O)c2)n1,-1,-2,-6,9,-5,-2,13,-0.4,5,-2
O=C(NNC(=O)c1cccs1)c1cccc(F)c1,-4,-5,-3,-18,4,-4,26,0.6,-6,-14
COC(=O)c1ccccc1CCC(C)=O,3,1,0,1,-2,1,16,0.8,-6,-3
COCCCNC(=S)Nc1ccc(S(=O)(=O)Nc2cc(OC)nc(OC)n2)cc1,2,-8,-14,10,7,3,10,0.3,1,-12
O=C(CCC(=O)NNc1nc2ccccc2c2nc(-c3ccccc3)nn12)NCCCN1CCCC1=O,-1,-1,-14,-21,8,-2,10,0.4,14,18
O=C1CC(c2ccccc2F)c2c(c3ccccc3[nH]c2=O)O1 (stereo unspecified),-7,-4,6,-11,4,-3,-8,-0.5,-5,-1
COC(=O)CCCCCCCCC(O)CN1CCCCC1 (stereo unspecified),-4,3,-13,3,-1,2,41,0.0,-8,7
O=C(Cc1ccccc1)NCc1ccncc1,-5,-1,-12,2,0,-3,4,0.2,0,-34
CC(C)C(NC=C1C(=O)OC(C)(C)OC1=O)C(=O)O (stereo unspecified),-3,13,12,-11,1,2,6,0.1,1,-20
COc1ccc(OC)c(S(=O)(=O)NC2CC2)c1,-2,-2,-9,-4,-1,2,8,3.0,-7,-11
COc1ccc(OC)c(NC(=O)c2cc(-c3cc(Cl)ccc3O)n[nH]2)c1,14,0,29,-17,-2,-1,11,-0.6,-3,-18
C#Cc1ccc([C@H]2C=C(C(=O)NCc3nc4ccccc4[nH]3)O[C@@H](OCC)[C@@H]2CCCO)cc1,4,-3,8,7,nt,nt,21,-0.3,4,nt
COc1ccc(-n2c(=S)[nH]c3ncccc3c2=O)cc1,-32,-2,-49,2,-5,-2,6,-0.5,0,1
C=CCNC(=S)N/N=C/c1ccc(-c2ccc(Br)cc2)o1,41,6,78*,-39,-6,1,-6,2.6,-9,0
CC(=O)Nc1ccc(S(=O)(=O)NCCC(=O)NCC2COc3ccccc3O2)cc1 (stereo unspecified),-9,10,-10,2,3,-1,12,-0.2,-5,-24
CC1CCCN(S(=O)(=O)c2cc3c4c(c2)C(C)C(=O)N4CCC3)C1 (stereo unspecified),-23,11,-36,3,1,3,7,-0.5,3,-7
O=C(Cn1c(=O)cnc2ccccc21)N1CCN(S(=O)(=O)c2ccc(F)cc2)CC1,4,-3,-12,-3,nt,nt,10,1.0,-3,nt
COCCN(C(=O)COC(=O)CCS(=O)(=O)c1ccccc1)c1c(N)n(Cc2ccccc2)c(=O)[nH]c1=O,-3,1,-7,-11,nt,nt,10,0.0,-3,nt
CC(=O)Nc1ccc(S(=O)(=O)Nc2ccc(Cl)nn2)cc1,-5,8,-8,-8,-4,1,14,-0.1,2,-21
CCCCCCCC(=O)N/N=C/c1cccnc1,0,-5,-3,10,-5,1,28,0.2,-6,-20
O=C(NCc1ccc(F)cc1)N1CCN(S(=O)(=O)c2ccccc2F)CC1,-1,28,-18,8,4,1,13,-0.3,1,-3
CCOc1ccc(/C=N/O)cc1,-6,1,4,-2,-4,-3,24,0.7,3,-8

(continued)
SMILES,HSF1 inhib,Platelet DG rel,HSF-1 act,aSyn 5UTR inh,IEC-6 cytotox,HSP90 refold inh,AI-2 QS mod,HIF activator,SKKanGAS inh,KLF5 inhibitor
CN1CCN(c2nc(-c3cc4ccccc4o3)cs2)CC1,25,-14,36,-142,6,-4,12,3.6,0,-94
O=C(COC(=O)C1=COCCO1)Nc1cc(S(=O)(=O)N2CCCCC2)ccc1Cl,4,-6,12,-17,-6,2,30,-0.7,6,16
O=C(Nn1c(-c2ccc(F)cc2)nc2ccccc2c1=O)c1cccnc1,-5,1,-4,1,4,0,19,-0.3,-3,-7
Cc1c(NC(=O)/C(C#N)=C/c2cccs2)c(=O)n(-c2ccccc2)n1C,-5,-3,-19,0,4,3,5,0.3,4,-1
CC1(C)CC(=O)c2sc(NC(=O)C3COc4ccccc4O3)nc2C1 (stereo unspecified),19,12,22,-101,8,0,70,1.9,1,-101
Cc1ccc(CNC(=O)CN2C(=O)COc3ccc(S(=O)(=O)N4CCC(C)CC4)cc32)o1,6,-31,23,15,-6,-5,46,0.1,18,-11
O[C@@H]([C@H](O)[C@H](O)CBr)[C@H](O)CBr,-40,-3,-51,-5,nt,nt,20,-0.2,-1,nt
CC(OC(=O)c1ccccc1NCCO)C(=O)NCC(=O)Nc1ccc(F)c(F)c1F (stereo unspecified),5,38,13,2,2,0,15,0.1,-1,3
Cn1c(=O)[nH]c(=O)c2c1nc(N1CCCCC1)n2CCOc1ccccc1,-1,13,33,18,8,4,28,-0.5,-6,-9
Cc1cc(C)c2cc(CN(CCCO)S(=O)(=O)c3ccccc3F)c(=O)[nH]c2c1,-5,0,3,12,0,3,30,0.1,7,-8
Cc1ccc(NC(=S)NCCc2ccc(Cl)cc2)c(C)c1,17,-5,22,2,-1,3,5,0.0,6,-19
CCOC(=O)c1cccc(N2C(=O)C3C(C2=O)C2C=CC3C23CC3)c1 (stereo unspecified),-3,9,-1,12,0,0,?,-0.2,-2,-11
COc1cc(/C=C2\C(=N)N3N=C(S(C)(=O)=O)SC3=NC2=O)ccc1OC(=O)c1cccs1,-7,2,9,-8,-2,-2,15,1.2,8,2
CCOC(=O)c1cnc2cc(Cl)c(OC)cc2c1NCC1CCCO1 (stereo unspecified),1,-1,-10,-8,4,1,nt,0.6,5,-15
COc1ccc(S(=O)(=O)n2nc(OC(C)=O)cc2N)cc1,4,-3,-19,19,0,3,0,1.2,0,0
